Compound activity: PubChem BioAssay, Broad Institute
F508del corr: CFTR F508del correction in bronchial cells; 350,000 compounds, 0.36% hits; AID 720511; CFBE cells, YFP halide quenching; stimulated with forskolin plus potentiator P3; % fluorescence drop versus neutral controls; activity (quench increase), % at 7.58 µM;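 active means mean added fluorescence quench of at least 8% versus neutral control, with both replicates also reaching 8%; inconclusive means only one of the mean or replicate conditions met; inactive means mean below 8% and not both replicates reaching 8%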;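 further: cells transiently co-express mutant CFTR-F508del with the halide-sensitive YFP; corrector assay measuring rescue of mutant channel to the surface after 24 h compound exposure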
SIRT5 inh: blocks human SIRT5 desuccinylation of peptide. 330,000 compounds, 1.1% hits. Purified SirT5, succinyl-peptide AMC, trypsin-coupled fluorescence. inhibition, % at 15 µM. AID 652115; in the data active means inhibition above about 15%; inconclusive means no clear call, values can overlap the other calls
Target sequence (Q9NXA8 whole entry, looked up): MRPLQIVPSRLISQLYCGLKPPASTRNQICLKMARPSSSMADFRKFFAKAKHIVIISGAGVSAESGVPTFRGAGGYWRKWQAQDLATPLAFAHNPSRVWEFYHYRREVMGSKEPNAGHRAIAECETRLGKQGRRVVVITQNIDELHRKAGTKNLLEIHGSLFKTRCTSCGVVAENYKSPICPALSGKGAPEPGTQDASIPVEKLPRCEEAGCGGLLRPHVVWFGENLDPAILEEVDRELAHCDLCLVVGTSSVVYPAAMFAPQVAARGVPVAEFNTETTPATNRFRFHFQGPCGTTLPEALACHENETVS
DENV2 CPE rescue: DENV2-induced cell death inhibition; DENV2-infected cells, cytopathic effect rescue, plate reader; CPE inhibition, % at 9.99 µM; 350,000 compounds, 1.7% hits; AID 651640; in the data active means CPE inhibition above about 20%, passing the limit was not always enough; inconclusive means no clear call, values can overlap the other calls; tested in BHK-21 cells;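 further: 0% = median of neutral control wells and 100% = median of positive control wells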
miR-122 sensor: miR-122 inhibition in Huh7 cells. Huh7 miR-122 Renilla luciferase sensor, 48 h; neutral wells = 0, positive control = 100. activation (reporter increase), % at 12.5 µM. 340,000 compounds, 0.3% hits;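 active means mean replicate activation score at least 90 and every replicate individually at or above 90; inconclusive means only one of the two criteria met; inactive means neither criterion met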;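 further: higher luciferase means less miR-122 activity so hits act as miR-122 inhibitors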
ERp5 inh: blocks human ERp5 reductase activity on insulin; Q15084; inhibition, % at 9.99 µM; 350,000 compounds, 0.05% hits; ERp5 insulin aggregation, absorbance 650 nm, 90 min;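 active means mean replicate inhibition above about 25%, with every replicate also reaching it, limit read from the data, passing the limit was not always enough; inconclusive means only one of those two criteria met; inactive means neither criterion met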
Target sequence (Q15084 whole entry, looked up): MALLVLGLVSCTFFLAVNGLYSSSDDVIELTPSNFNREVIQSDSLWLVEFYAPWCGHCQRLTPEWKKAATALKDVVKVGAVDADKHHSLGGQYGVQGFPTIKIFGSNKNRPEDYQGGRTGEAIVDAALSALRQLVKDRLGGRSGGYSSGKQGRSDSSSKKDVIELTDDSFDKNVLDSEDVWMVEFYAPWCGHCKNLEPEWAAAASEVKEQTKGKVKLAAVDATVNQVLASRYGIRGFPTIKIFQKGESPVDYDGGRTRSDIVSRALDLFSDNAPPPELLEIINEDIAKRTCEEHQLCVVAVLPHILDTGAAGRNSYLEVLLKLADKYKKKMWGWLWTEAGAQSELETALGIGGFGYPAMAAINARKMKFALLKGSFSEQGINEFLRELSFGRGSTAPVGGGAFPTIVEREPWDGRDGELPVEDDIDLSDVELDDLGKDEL
ERAP1 inh: inhibitors of human ERAP1 aminopeptidase | Q9NZ08 | recombinant ERAP1, Leu-AMC fluorescence, 60 min | inhibition, % at 10.7 µM | 340,000 compounds, 0.15% hits;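 active means mean replicate inhibition of at least 30%, or all replicates individually reaching that 30% level; inactive means mean below 30% and not every replicate reaching it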;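 further: 0% = neutral control wells and 100% = L-leucinethiol positive control wells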
CASP6 VEID inh: inhibitors of human caspase-6 | purified caspase-6, Z-VEID-R110 cleavage fluorescence | inhibition, % at 12.5 µM | 350,000 compounds, 0.53% hits | AID 686996;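 active means mean inhibition across replicates at least about 35%, with every replicate also reaching that limit, limit read from the data; inconclusive means only one of the two criteria met; inactive means neither criterion met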;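 further: 0% = median of neutral control wells and 100% = no fluorescence left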
Target sequence (P55212 24-179 limits assumed): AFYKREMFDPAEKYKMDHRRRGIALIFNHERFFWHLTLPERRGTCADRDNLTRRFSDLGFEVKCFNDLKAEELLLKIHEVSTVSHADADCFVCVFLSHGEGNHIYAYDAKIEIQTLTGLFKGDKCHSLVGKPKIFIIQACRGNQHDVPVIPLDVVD
Target sequence (P55212 194-293 limits assumed): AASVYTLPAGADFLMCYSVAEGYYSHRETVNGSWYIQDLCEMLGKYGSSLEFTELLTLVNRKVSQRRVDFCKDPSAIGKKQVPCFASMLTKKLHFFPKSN
Numbers without * were called inactive; u = inconclusive; x = not tested or not shown; & = joins results of further samples; [ ] = dose if it differs, or a comment.

#	structure	F508del corr	SIRT5 inh	DENV2 CPE rescue	miR-122 sensor
1	CCCC(=O)Nc1ccc2c(c1)OC[C@H](C)N(Cc1ccncc1)C[C@H](C)[C@H](OC)CN(C)C2=O	-2.9	0	-2	1[16.7 µM]
2	Cc1[nH]n(-c2ccccc2)c(=O)c1C=NC1CCCCCC1	-1.8	2	0	x
3	Cc1cc(Br)c(NC(=O)CCNC(=O)OCc2ccccc2)cc1C	2.2	4	1	-3
4	Cc1ccc(N=Nc2cc(C)ccc2O)c(C)c1	-1.2	0	0	-3
5	CCCCCCCCCCCCCCCC[n+]1ccc(/C=N/O)cc1	x	-4	-22	x
6	C=CCOc1ccc(Br)cc1CNCCO	-0.5	-6	-1	x
7	O=C(Nc1ccccc1)N1CCCCN2[C@H](CO)[C@H](c3ccc(C#Cc4ccccn4)cc3)[C@H]2C1	3.2	1	-13	-28[16.7 µM]
8	O=S(=O)(CCC1CCCCN1)c1ccccc1 (configuration not stated)	0.4	0	5	x

#	ERp5 inh	ERAP1 inh	CASP6 VEID inh
1	1	12	-12
2	4	4	-2
3	2	-4	-4
4	3	1	0
5	13	-2	-88
6	-1	3	-7
7	5	2	0
8	4	3	-3

Results in sequence from the entries so far:
Compounds 1 to 8 in DENV2 CPE rescue: -2, 0, 1, 0, -22, -1, -13, 5
Compounds 1 to 8 in CASP6 VEID inh: -12, -2, -4, 0, -88, -7, 0, -3

Back to the main list with the 2 entries that preceded the break.
#	structure	F508del corr	SIRT5 inh	DENV2 CPE rescue	miR-122 sensor
7	O=C(Nc1ccccc1)N1CCCCN2[C@H](CO)[C@H](c3ccc(C#Cc4ccccn4)cc3)[C@H]2C1	3.2	1	-13	-28[16.7 µM]
8	O=S(=O)(CCC1CCCCN1)c1ccccc1 (configuration not stated)	0.4	0	5	x
9	CCCNC(=O)Nc1ccc2c(c1)C(=O)N(C)C[C@@H](OC)[C@@H](C)CN(C(=O)c1ccccc1F)[C@@H](C)CO2	-0.8	2	-7	x
10	COc1ccc(/C=C(\NC(=O)c2ccccc2)C(=O)NCc2ccco2)cc1OC	1.5	2	-4	5
11	CCC(C)C(=O)Nc1nc2ccc(OC)cc2s1 (configuration not stated)	-0.9	-3	-4	1
12	Cc1cc(C)n(-c2ccnc3cc(Cl)ccc23)n1	-0.4	5	-2	0
13	O=C(CSC1=NS(=O)(=O)c2cc(Cl)ccc2N1)Nc1ccccc1F	0.0	0	3	x
14	CCCCC(=O)N(C)c1c(CC)nc2c(OCC(=O)c3ccc(Cl)cc3Cl)cccn12	2.9	x	-3	-12
15	CCS(=O)(=O)N1CCC(C(=O)Oc2ccc(Cl)cc2)CC1	0.7	-2	-1	1
16	COc1ccccc1NC(=O)N(C)C[C@H]1OCc2cn(nn2)CCCC(=O)N([C@H](C)CO)C[C@@H]1C	1.9&-0.1&-2.4	-1&-2	-13&12	-2&4[16.7 µM]

#	ERp5 inh	ERAP1 inh	CASP6 VEID inh
7	5	2	0
8	4	3	-3
9	-3	2	2
10	5	-6	0
11	-4	0	0
12	1	-8	-4
13	3	0	2
14	9	-3	0
15	2	-2	0
16	3&-2	-1&0	-2&-3

Later entries
#	structure	F508del corr	SIRT5 inh	DENV2 CPE rescue	miR-122 sensor
17	O=C(COC(=O)c1ccccc1SCC(=O)N1CCCC1)NCc1ccc(F)cc1	-2.3	x	-4	-3
18	COCC#Cc1ccc2c(c1)O[C@@H](CN(C)Cc1ccc3c(c1)OCO3)[C@@H](C)CN([C@@H](C)CO)S2(=O)=O	-0.8	-4	u	-20[16.7 µM]
19	O=C(NCC1CC1)[C@H]1[C@H](CO)[C@H]2Cn3c(ccc(-c4cccc(F)c4)c3=O)[C@H]2N1CC1CC1	0.6	4	-5	-8[16.7 µM]
20	CNC(=O)NC(=O)CSc1nnc(-c2ccc(F)cc2)n1CC1CCCO1 (configuration not stated)	-2.2	2	u	-1
21	CCOCCCn1c(SCC(=O)Nc2oc(C)c3c(C)n[nH]c(=O)c23)nnc1-c1ccncc1	-0.1	0	-11	x
22	Cc1ccccc1OCCC(=O)N1CCN(S(=O)(=O)c2ccccc2F)CC1	1.8	-2	5	x
23	COc1ccc(NC(=O)Nc2nnc(CC(=O)Nc3ccccc3)s2)cc1	2.0	-1	-6	x
24	O=c1cc(CSc2ccc([N+](=O)[O-])cc2)nc2sccn12	-1.1	-1	-1	-6

#	ERp5 inh	ERAP1 inh	CASP6 VEID inh
17	2	20	12
18	-4	-4	0
19	4	1	0
20	-6	12	-5
21	-2	4	4
22	-4	0	6
23	1	x	-2
24	-2	2	5

Additional structures.
#	structure	F508del corr	SIRT5 inh	DENV2 CPE rescue	miR-122 sensor
25	O=C(COC(=O)CCC(=O)c1ccc(F)cc1)Nc1ccc(F)cc1F	1.0	0	6	x
26	COc1ccc2c3c([nH]c2c1)[C@H](CO)N(C(=O)Nc1ccccc1F)CC31CN(C(C)=O)C1	-1.1	-3	-8	x
27	CCCCNC(=S)Nc1cccc(S(=O)(=O)NC2=NCCC2)c1	-2.3	-5	1	6
28	COc1ccc([N+](=O)[O-])cc1C(=O)NCCOc1ccc(Cl)cc1	-3.3	-2	-2	-8
29	O=C(CN1C(=O)S/C(=C\c2ccccc2)C1=O)Nc1cc([N+](=O)[O-])ccc1O	-0.9	8	2	-3
30	COc1ccc(C)c2sc(NC(=O)CCS(=O)(=O)c3ccccc3)nc12	0.7	-3	-6	-2
31	C[C@@H]1CCCCO[C@H](CN(C)Cc2ccc(C(=O)O)cc2)[C@H](C)CN([C@@H](C)CO)C(=O)c2cc(NS(=O)(=O)c3ccc(F)cc3)ccc2O1	-0.1	0	15	7[16.7 µM]
32	O=C(N/C(=C/c1ccc([N+](=O)[O-])cc1)C(=O)N1CCOCC1)c1ccco1	-1.6	0	-2	-10

#	ERp5 inh	ERAP1 inh	CASP6 VEID inh
25	-10	1	11
26	-2	3	3
27	-1	0	20
28	-5	-3	-3
29	-2	-2	16
30	-1	3	3
31	2	-1	4
32	3	-1	0

(more compounds)
#	structure	F508del corr	SIRT5 inh	DENV2 CPE rescue	miR-122 sensor
33	Cc1noc(C)c1NC(=O)Nc1ccc2c(c1)C(=O)N([C@H](C)CO)C[C@@H](C)[C@@H](CN(C)S(=O)(=O)c1c(C)noc1C)O2	-0.1	-4	8	-7[16.7 µM]
34	Cc1cccc(CN(C(=S)Nc2c(C)cccc2C)c2cccnc2)c1	-0.3	-1	10	x
35	O=C(Cc1ccccc1)NNC1CC(=O)N(c2ccc(Br)cc2)C1=O (configuration not stated)	0.5	-2	0	-8
36	COCC(=O)N(C)C[C@@H]1Oc2cc(C#CC(C)(C)O)ccc2S(=O)(=O)N([C@H](C)CO)C[C@H]1C	-2.4	-3	11	x
37	COc1ccc(N(CC(=O)N2CCCCCC2)S(=O)(=O)c2ccccc2[N+](=O)[O-])c(OC)c1	-3.0	x	-1	21
38	C[C@H]1CCCCO[C@H](CN(C)CC2CCCCC2)[C@@H](C)CN([C@@H](C)CO)C(=O)c2cc(NS(=O)(=O)c3ccc(F)cc3)ccc2O1	3.0	6	0	1[16.7 µM]
39	CN1CCC(N(C)C(=O)COc2ccccc2Cl)CC1	1.2	-2	2	8
40	O=C(NC1CCC(O)CC1)c1ccc(NS(=O)(=O)c2cccc([N+](=O)[O-])c2)cc1 (configuration not stated)	2.7	2	5	2

#	ERp5 inh	ERAP1 inh	CASP6 VEID inh
33	18	0	1
34	-5	-5	25
35	-2	-8	2
36	-37	0	-5
37	5	3	-2
38	5	5	3
39	-6	0	-15
40	3	3	-114

An excerpt of these results, in transposed form:
37: COc1ccc(N(CC(=O)N2CCCCCC2)S(=O)(=O)c2ccccc2[N+](=O)[O-])c(OC)c1
38: C[C@H]1CCCCO[C@H](CN(C)CC2CCCCC2)[C@@H](C)CN([C@@H](C)CO)C(=O)c2cc(NS(=O)(=O)c3ccc(F)cc3)ccc2O1

| Assay by compound | 37 | 38 |
| --- | --- | --- |
| F508del corr | -3.0 | 3.0 |
| SIRT5 inh | x | 6 |
| DENV2 CPE rescue | -1 | 0 |
| miR-122 sensor | 21 | 1[16.7 µM] |
| ERp5 inh | 5 | 5 |
| ERAP1 inh | 3 | 5 |
| CASP6 VEID inh | -2 | 3 |

(list continues)
#	structure	F508del corr	SIRT5 inh	DENV2 CPE rescue	miR-122 sensor
41	Cn1nc(C(C)(C)C)cc1C(=O)N1CCCCC1c1cc(C(=O)N2CCOCC2)no1 (configuration not stated)	-0.7	x	-4	-2
42	CN(NC(=O)c1ccco1)c1nc2ccccc2nc1C(F)(F)F	1.3	-1	-8	-4
43	COC(=O)Cn1c(C)c(C(C)=O)c(C(C)=O)c1C	x	-5	x	x
44	O=C(c1ccc2oc(CCc3ccccc3)nc2c1)N1CCC(O)CC1	1.5	3	2	2
45	COc1cc2c(cc1OC)C(C)N(CC(=O)Nc1ccc(S(=O)(=O)N3CCCC3)cc1)CC2 (configuration not stated)	-2.0	-1	-3	-5
46	CC(=O)C1=C(O)C(=O)N(c2cccnc2)C1c1cccc([N+](=O)[O-])c1 (configuration not stated)	-0.9	-2	6	x
47	COc1ccc(NC(=O)C2Cc3cccc(OC)c3O/C2=N\O)cc1 (configuration not stated)	-1.3	-5	5	3
48	C[C@@H]1CN([C@H](C)CO)C(=O)c2cccc(NS(C)(=O)=O)c2O[C@@H]1CN(C)S(=O)(=O)c1cn(C)cn1	-0.2	-3	17	-1[16.7 µM]

#	ERp5 inh	ERAP1 inh	CASP6 VEID inh
41	-6	1	-1
42	2	1	-2
43	-4	1	1
44	4	1	-2
45	-5	2	-2
46	2	4	0
47	5	1	4
48	8	2	-4

Next section:
#	structure	F508del corr	SIRT5 inh	DENV2 CPE rescue	miR-122 sensor
49	COc1ccccc1-c1cnc2c(c1)C(=O)N([C@H](C)CO)C[C@H](C)[C@H](CN(C)CC1CCOCC1)O2	-1.8	-1	2	13[16.7 µM]
50	CCCc1nc2nc(C)c(NS(=O)(=O)c3ccc(Cl)cc3)c(=O)n2[nH]1	-0.3	2	12	-4
51	N/N=C(\c1ccccc1)C12CN3CN(CN(C3)C1)C2	-1.9	-5	-1	x
52	CCCCNC(=O)c1nc(C2CCN(S(=O)(=O)c3ccccc3C(F)(F)F)CC2)oc1-c1cccc(C(F)(F)F)c1	-2.3	-1	-18	-6
53	COc1cc(CCN(C(=O)c2cc3ccccc3[nH]2)C(C)c2nc3ccccc3[nH]2)cc(OC)c1 (configuration not stated)	3.4	1	6	1
54	COc1cc(OC)cc(C(=O)NCCC(c2ccccc2)c2ccccc2)c1	-0.8	2	45*	13
55	COc1ccc(S(=O)(=O)NC2CC2)cc1-n1cnnn1	0.9	-5	x	1
56	O=C(CCNS(=O)(=O)c1ccccc1)N1CCN(C(c2ccccc2)c2ccccc2)CC1	1.1	-1	1	-1
57	COc1ccccc1CC(=O)NC(=O)c1ccccc1O	1.2	-2	-1	-2
58	Cc1ccc2c(=O)n3c(nc2c1)C(Cc1ccccc1)NC(=O)c1ccc(Cl)cc1-3 (configuration not stated)	1.1	1	u	x

#	ERp5 inh	ERAP1 inh	CASP6 VEID inh
49	-2	-2	-4
50	-2	-1	7
51	1	4	-55
52	-4	1	-3
53	-8	0	6
54	-1	-2	1
55	4	-5	1
56	0	1	0
57	3	-5	5
58	11	5	1
